Screening results: PubChem, National Center for Advancing Translational Sciences (NCATS)
ALOX15B inhib = inhibitors of human 15-lipoxygenase 2 (ALOX15B); O15296; purified 15hLO-2, xylenol orange hydroperoxide absorbance; Potency, µM (top dose mostly 57.1 µM), inactives show top-dose activity change, negative = inhibition, most hits filed as inhibitors; actives 0.56% (n = 110,000); AID 881; also: potency is read from the fitted curve at half-maximal effect; nearly all actives have a fitted effect of over 60% in size; many of its hits are not listed in these tables
Target sequence (O15296 whole entry, looked up): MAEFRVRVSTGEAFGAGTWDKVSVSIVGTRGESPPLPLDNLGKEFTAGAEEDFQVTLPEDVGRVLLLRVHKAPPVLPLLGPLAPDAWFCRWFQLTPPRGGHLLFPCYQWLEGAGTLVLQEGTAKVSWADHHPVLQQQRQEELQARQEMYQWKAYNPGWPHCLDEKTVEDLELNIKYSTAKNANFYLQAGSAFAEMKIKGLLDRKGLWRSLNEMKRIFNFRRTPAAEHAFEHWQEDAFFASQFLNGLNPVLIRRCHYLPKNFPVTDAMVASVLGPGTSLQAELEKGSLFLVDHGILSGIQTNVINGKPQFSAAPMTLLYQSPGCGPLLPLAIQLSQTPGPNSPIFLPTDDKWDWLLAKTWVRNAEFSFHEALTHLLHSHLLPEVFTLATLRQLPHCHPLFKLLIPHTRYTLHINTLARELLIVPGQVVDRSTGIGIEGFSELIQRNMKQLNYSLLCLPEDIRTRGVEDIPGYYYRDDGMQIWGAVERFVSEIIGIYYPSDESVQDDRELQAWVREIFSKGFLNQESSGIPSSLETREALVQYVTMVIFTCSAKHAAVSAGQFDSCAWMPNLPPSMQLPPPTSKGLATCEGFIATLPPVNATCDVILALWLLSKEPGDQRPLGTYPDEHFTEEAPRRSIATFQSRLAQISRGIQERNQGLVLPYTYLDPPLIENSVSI
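Enzyme 50 nM, AA 45 uM, 25 mM Hepes pH 7.5 + 0.01% Triton X-100; cpd preinc 15 min RT, rxn 90 min RT; stop/detect with 200 uM XO + 300 uM Fe(II) in 50 mM H2SO4, 30 min; A573/A405.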
IMPase cell inh = IMPase inhibition in cells; AID 901; inhibition (IP1 accumulation), % at 46.1 µM; 120,000 tested, under 10 active; CHO-M1 cells, IP1 accumulation, HTRF TR-FRET ratio; P97697; active = well fitted curve in the direction sought with a large enough effect in the signal ratio, not every such curve was filed as active; inconclusive = small, poorly fitted or top-dose-only effect, or a change in a side signal; inactive = no such curve, though single readings can be large or run the other way; the % refers to the signal ratio;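 also: cells stimulated with carbachol in lithium chloride buffer; plate controls were DMSO basal wells for no effect and reference inhibitor wells for full effect; higher means more IMPase inhibition seen as more IP1 and lower FRET ratio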
Target sequence (P97697 whole entry, looked up): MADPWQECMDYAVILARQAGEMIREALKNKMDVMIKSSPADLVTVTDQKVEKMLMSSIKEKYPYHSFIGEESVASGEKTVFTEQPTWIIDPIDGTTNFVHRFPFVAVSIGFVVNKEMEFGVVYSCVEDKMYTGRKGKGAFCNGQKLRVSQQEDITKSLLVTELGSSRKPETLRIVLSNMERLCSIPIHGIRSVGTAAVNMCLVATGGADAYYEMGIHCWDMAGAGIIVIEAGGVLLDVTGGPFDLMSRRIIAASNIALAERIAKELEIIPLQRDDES
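Cellular IMPase inhibition is scored as a rise in cytosolic IP1, detected by competitive TR-FRET between d2-labelled IP1 and a europium anti-IP1 antibody. M1-expressing CHO cells were stimulated with carbachol for 30 min at 37C, with lithium (50 mM LiCl) present in the buffer.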
ALOX12 inhib = 12-hLO (ALOX12) enzyme inhibition; purified 12-hLO, xylenol orange hydroperoxide absorbance; Potency, µM (doses to about 57.1 µM), without a hit: at the highest dose activity change, negative = inhibition, hits mostly inhibitors; actives 0.12% (n = 150,000); P18054; also: potency is read from the fitted curve at half-maximal effect; nearly all actives have a fitted effect of over 55% in size; many of its hits are not listed in these tables
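Purified human 12hLO (150 nM final) was preincubated with compounds for 15 min at room temperature in 25 mM Hepes pH 7.0, 0.01% Triton X-100, then reacted with 40 uM arachidonic acid for 30 min. Hydroperoxide was detected with ferrous iron/xylenol orange.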
PNC assembly inh = inhibitors of perinucleolar compartment assembly; PC3M PTB-GFP, PNC prevalence imaging, 16 h; stronger effect = lower value; activity change (PNC), negative = inhibition, % at 10 µM; actives 3.1% (n = 140,000); AID 2417;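 active = readout at or below -70, meaning at least 70% loss of cells showing the perinucleolar compartment, a nuclear body marking cancer cells; inconclusive = readout between -30 and a set limit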;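 also: plate controls were DMSO wells for no effect and camptothecin positive control wells for full effect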
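PC3M cells stably expressing PTB-GFP, 750–1000 cells/well, treated 16 h at 37 °C with compound (23 nl of library stock), in duplicate. After paraformaldehyde fixation and Hoechst stain, imaged at 20x; PNC prevalence scored by image analysis.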
Numbers without * were called inactive; u = inconclusive; x = not tested or not shown; [ ] = remark or other dose. Unless noted, calls follow the shape of the dose curve; as a rule, active = well fitted curve in the direction sought with a large enough effect; inconclusive = small, poorly fitted or top-dose-only effect, or another doubt; inactive = no such curve, though single readings can be large; an effect the other way counts as inactive or inconclusive. Unless noted, % is scaled to controls: 0 for no effect and ±100 for the full control effect. The list is partial; count on the stated rates, not on these rows.

The line under a structure holds: ALOX15B inhib	IMPase cell inh	ALOX12 inhib	PNC assembly inh
Brc1ccc(C=Nc2ccc3c(c2)OCCOCCOCCO3)s1
 : x	x	0%	-26
Cc1ccc(-c2n[nH]c(=S)n2/N=C/C=C/c2ccccc2[N+](=O)[O-])cc1
 : 13µM*	9	-7%	-3
COc1cccc(NC(=S)N(CCc2c(C)[nH]c3ccc(C)cc23)Cc2cccs2)c1
 : x	x	-25%	44
Cc1ccc(Sc2ncccc2C(=O)O)cc1C
 : x	x	-1%	-4
CCOc1ccc(Nc2oc(Cc3ccccc3)nc2C#N)cc1
 : -25%	6	-12%	u
CCCOC(=O)c1ccc(NC(=O)C2C3CCC(C3)C2C(=O)O)cc1 (stereo not given)
 : x	x	2%	u
CSc1nc2ccc3nc(NC(=O)c4ccc(Cl)s4)sc3c2s1
 : 2%	-2	3%	4
NCCCCCCCCCCN
 : 5%	10	-2%	x
O=C(CSCc1ccc(Cl)cc1)NN=C1CCCC1
 : x	x	-2%	u
CC1(C)CC(=O)C(C=NCCC2=CCCCC2)=C(O)C1
 : 10%	5	1%	-17

The last 3 compounds of the part before are carried over, then new ones follow.
The line under a structure holds: ALOX15B inhib	IMPase cell inh	ALOX12 inhib	PNC assembly inh
NCCCCCCCCCCN
 : 5%	10	-2%	x
O=C(CSCc1ccc(Cl)cc1)NN=C1CCCC1
 : x	x	-2%	u
CC1(C)CC(=O)C(C=NCCC2=CCCCC2)=C(O)C1
 : 10%	5	1%	-17
COC(=O)c1ccc(C(NC(=O)OCc2ccccc2)/C(C)=C/[C@@H](C)C(=O)NCc2nc3ccccc3s2)cc1 (stereo not given in full)
 : 19%	x	1%	x
CC1(C)CC(CC(=O)NC(=S)Nc2ccc([N+](=O)[O-])cc2)C(=O)O1 (stereo not given)
 : -3%	1	-3%	-1
COc1ccc(C(=O)Nc2ccccc2C(=O)NC(C)C)cc1OC
 : 1%	-9	-11%	7
Cn1c(CNC(=O)c2cccs2)nnc1SCC(=O)Nc1ccc(Cl)cc1
 : x	-6	-8%	-8
CCOC(=O)c1cn(-c2nc(-c3ccc(Cl)cc3)cs2)c2c(F)c(N3CC(C)OC(C)C3)c(F)cc2c1=O (stereo not given)
 : -13%	-4	-2%	67
CN(/N=C/c1ccncc1)c1cnn(-c2ccc(F)c(Cl)c2)c(=O)c1Cl
 : -21%	u	-7%	u
CCC(C)(C)n1nnnc1CN(Cc1cc2cc(OC)ccc2[nH]c1=O)C1CCCC1
 : 15%	17	-5%	-26
Clc1ccc(OCCN2CCOCC2)cc1Cl
 : 5%	2	0%	-9
N#C[C@@H](Cc1ccc(O)c(O)c1)C(=O)N1CCc2ccccc21
 : u	3	u	x
CSc1nc2ccc3nc(NC(=O)c4ccccc4)sc3c2s1
 : -3%	-3	-1%	-25
CCOc1ccc2[nH]c(=O)c(CN(CCO)C(=O)c3ccccc3F)cc2c1
 : -2%	-3	1%	13
CC(Sc1ccc(Cl)cc1)C(=O)NCc1ccc2c(c1)OCO2 (stereo not given)
 : -2%	18	-3%	u
Cc1cc([N+](=O)[O-])ccc1NC(=O)C1CCCO1 (stereo not given)
 : x	23	-2%	-21
Cc1cc(C)nc(Nc2n[nH]c(COc3cccc4ccccc34)n2)n1
 : 12%	-1	-1%	18
CNC(=O)NC(=O)CSc1nc2cc(C(=O)OC)ccc2c(=O)n1-c1ccccc1
 : -2%	2	-8%	8
COc1cc(COc2ccc3c(C)c(Cc4ccccc4)c(=O)oc3c2C)cc(OC)c1OC
 : -8%	11	2%	1
Cc1ccc2cc3cc(C(=O)N4CCCCCC4)oc3nc2c1
 : -2%	10	0%	u
COc1ccc(S(=O)(=O)N(CC(=O)N/N=C/c2cccs2)c2cc(C)cc(C)c2)cc1OC
 : -3%	-5	4%	19
CC(=O)c1c(N=CN(C)C)nc(C)nc1-c1ccccc1
 : 10%	-2	0%	40
Cc1ccc2nc(NC(=S)NC(=O)c3ccc(OC(C)C)cc3)sc2c1
 : u	3	u	15
O=C(NCc1ccccc1)c1ccc(Br)o1
 : x	x	2%	-5
CCc1nccn1S(=O)(=O)c1cc(C)c(OC)cc1C
 : 0%	-2	3%	2
CCN(CC)S(=O)(=O)c1ccc(Cc2ncc(C(F)(F)F)cc2Cl)s1
 : -14%	11	-7%	34
Cc1ccc(-n2c(C)nn(-c3ncc(C(F)(F)F)cc3Cl)c2=O)cc1
 : -5%	-4	2%	u
Nc1nc2n(n1)C(c1ccc(F)cc1)CC(c1ccc(F)cc1)N2 (stereo not given)
 : 35%[activator]	12	3%	-3
Cc1nc2cc(NC(=O)N3CCCCC3)ccc2n1C
 : x	0	0%	-119*
O=C(Oc1ccccc1N1C(=O)CCC1=O)c1ccco1
 : -12%	1	-17%	-5
O=C(O)CCCNc1cc(N2CCC3(CC2)OCCO3)c2noc3c2c1C(=O)c1ccccc1-3
 : x	u	-20%	-20
Cc1cc(C)c(NC(=O)NC(=O)c2ccc(F)cc2)c(C)n1
 : 4%	u	0%	-5
Cc1ccc(C)c(N2CCN(C(=O)c3cc(S(=O)(=O)N4CCOCC4)ccc3F)CC2)c1
 : x	x	2%	32
Cc1sc2nc3n(c(=O)c2c1C)NC(=O)CC3
 : x	-2	-4%	-100*
O=C(O)c1ccc2c(c1)C(=O)N(c1ncccn1)C2=O
 : x	x	2%	29
Cc1ccc(C(=O)N/N=C2\CCc3ccccc32)c(C)c1
 : x	u	-1%	u
COc1ccc(-n2nc(C(=O)Nc3ccc4c(c3)OCO4)c3ccccc3c2=O)c(OC)c1
 : -21%	-7	-4%	u
Cc1ccc(-c2nnn(CC(=O)N3CCCCC3)n2)c(-n2cnnn2)c1
 : 0%	12	1%	29
NC(=Nc1ccccc1)Nc1ccccc1
 : -8%	x	-2%	x
C/C(=N\O)C(=O)C(CN1CCCCC1)CN1CCCCC1
 : -2%	-2	-3%	u
CC(C(=O)c1ccc(Br)cc1)[n+]1cccc(NC(=O)c2ccccc2)c1 (stereo not given)
 : x	x	-2%	-2
Cc1noc(C)c1COC(=O)c1cc(F)c(F)cc1Cl
 : 4%	3	-3%	-16
COc1ccc(-c2nsc(SCC(=O)NCc3ccc4c(c3)OCO4)n2)cc1
 : x	3	-3%	49
O=C(c1cnn2cccnc12)N1CCN(Cc2ccc3c(c2)OCO3)CC1
 : -4%	-5	-2%	u
CCOC(=O)C(C)/C(C)=N/NC(N)=S (stereo not given)
 : x	x	-4%	11
N#C/C(=C(/O)CSc1ccccc1C(=O)O)c1nc2ccccc2s1
 : 6%	-7	-7%	1
COc1ccc(NC(=O)C(Sc2ccccc2)c2ccccc2)c(OC)c1 (stereo not given)
 : x	11	1%	-1
CC(=O)Nc1nc(-c2ccccc2)nc(-c2ccccc2OC(C)=O)n1
 : 5%	2	-7%	24
CN(C)c1ccc(C2N(c3ccc(F)cc3)C(=O)C3CCCN32)cc1 (stereo not given)
 : 1%	5	-5%	-4
Cc1ccc(C(C(=O)NC2CCCCC2)N2CCN(C(=O)c3ccco3)CC2)cc1 (stereo not given)
 : -6%	3	3%	69
Cc1cc(C)cc(NC(=O)CSc2ccc(-c3cccs3)nn2)c1
 : x	-4	-1%	u
COC(=O)c1[nH]c2ccccc2c1NC(=O)CNC1CCCCC1
 : -2%	-5	-5%	33
Cc1ccc(C)c(CS(=O)(=O)c2cn(CC(=O)N3CCCCC3)c3ccccc23)c1
 : x	-3	-2%	u

More results
The line under a structure holds: ALOX15B inhib	IMPase cell inh	ALOX12 inhib	PNC assembly inh
COC(=O)/C=C1\C(=O)N(c2nc3ccccc3s2)C(=S)N1c1ccc(F)cc1
 : -15%	-3	3%	-24
CC(C)OCCCNC(=O)CCc1nc(-c2ccccc2)no1
 : -8%	-10	3%	-12
CCC(/C=N/NC(=O)C(N)=O)CC
 : x	x	2%	u
Cc1ccc2cc(C(c3nnnn3C(C)(C)C)N3CCCCCC3)c(=O)[nH]c2c1 (stereo not given)
 : -14%	u	-10%	u
CCCC(=O)Nc1nnc(SCC(=O)NCc2ccco2)s1
 : x	-3	-3%	22
C=CCN1C(=O)C2C(C(=O)NC3CCCCC3)C3C=CC2(O3)C1C(=O)NC1CCCC1 (stereo not given)
 : 10%	1	0%	u
Cc1cc(C)n(-c2cccc(Cl)c2)c(=O)c1C#N
 : 3%	1	-3%	13
Cc1cc(C)nc(SCc2nnc(SCC(=O)Nc3nccs3)n2C)n1
 : x	-3	4%	-100*
O=c1[nH]c(N/N=C/c2ccc(O)cc2)nc2ccccc12
 : x	-6	-3%	-6
CN(C)CCCNC(=O)c1ccc(CN(c2ccccc2)S(C)(=O)=O)cc1
 : -2%	11	5%	-14
Cc1cnc(NC(=O)CSc2nc3ccccc3s2)s1
 : 6%	-2	8%	39
CN(C)CCOc1nc(-c2ccccc2)nc2c1oc1ccccc12
 : 42%[activator]	5	3%	u
CC(=O)N1CCc2cc(S(=O)(=O)NC(C(=O)NC3CCCc4ccccc43)C(C)C)ccc21 (stereo not given)
 : -25%	28	2%	-21
FC(F)C(F)(F)C1=CC(c2cccs2)=NCCN1
 : -1%	10	4%	u
Cc1cccc(C)c1OCCNC(=O)CCC(=O)c1ccccc1
 : x	x	-2%	-24
O=C1CCC(=O)N1c1ccc(CSc2nc3ccccc3[nH]2)cc1
 : -7%	7	7%	40
O=C(CSc1ccccn1)N1CCN(c2ccccc2)CC1
 : 1%	13	1%	u
O=C(CC1CCCCC1)N1CCN(c2ccccn2)CC1
 : -6%	15	1%	-16
CCOC(=O)c1cc(CC)sc1/N=C/C1=C(O)CCCC1=O
 : x	x	0%	21
O=C(Cn1cnc2ccccc21)OCC(=O)N1CCc2ccccc2C1
 : 6%	17	-4%	8
Cc1cc(/C=N/NC(=O)COc2cccc3cccnc23)c(C)n1-c1ccc(O)cc1
 : x	x	-4%	u
COc1ccc(-c2cc(-c3nnc(COC(=O)C4CC4C)o3)c3ccccc3n2)cc1OC (stereo not given)
 : x	1	-3%	38
O=[N+]([O-])c1ccc(N2CCN(S(=O)(=O)c3ccc4ccccc4c3)CC2)cc1NCC1CCCO1 (stereo not given)
 : x	0	-1%	17
CCN(CC)S(=O)(=O)c1ccc(C(=O)NCc2n[nH]c(=S)n2Cc2ccccc2)cc1
 : -1%	4	-11%	-23
CCOC(=O)c1c(N)sc(C(O)(C(F)(F)F)C(F)(F)F)c1-c1ccc(OC)cc1OC
 : -13%	0	-4%	35
c1ccc(-c2nc3nc4ccccc4nc3n2Cc2ccco2)cc1
 : -18%	0	-20%	34
CCN(CC)S(=O)(=O)c1ccc(NC(=O)COC(=O)c2ccc(Br)o2)cc1
 : x	-3	2%	98
N#Cc1cc2c(nc1SC1CCCCC1O)CCCC2 (stereo not given)
 : -2%	5	5%	72
CC(=O)N1N=C(c2ccncc2)OC12CCCCC2
 : -3%	-3	3%	u
CCOc1ccccc1-c1nnc(SCC(=O)NC2CC3CCC2C3)n1CC (stereo not given)
 : 0%	11	-2%	9
O=C(CNC(=O)c1ccccc1F)NCCOc1ccccc1Cl
 : x	x	0%	15
O=C(CCC(=O)c1ccc(Oc2ccccc2)cc1)Nc1cccc(Cl)c1Cl
 : x	5	-3%	18
Cc1cc(C)cc(NC(=O)c2nccnc2C(=O)O)c1
 : 4%	3	11%	47
Cc1cc2oc(=O)cc(C)c2c(=O)o1
 : -1%	-13	-2%	-18
Cc1cccc(CCN(Cc2cc3cccc(C)c3[nH]c2=O)C(=O)N2CCOCC2)c1
 : 5%	19	-2%	39
c1ccc(CNc2cnccn2)cc1
 : x	-5	2%	252
COc1ccc(NC(=O)COC(=O)CC2CC3CCC2C3)c([N+](=O)[O-])c1 (stereo not given)
 : x	-13	-2%	-17
